Bioassay records deposited in PubChem by National Center for Advancing Translational Sciences (NCATS).
Sm TGR block – qHTS Assay for the Inhibitors of Schistosoma Mansoni Peroxiredoxins | Schistosoma mansoni thioredoxin glutathione reductase (TGR), Q962Y6 | purified TGR, DTNB reduction, TNB absorbance 405 nm | Potency, µM (series often up to 114 µM), without a hit: at the highest dose activity change, negative = inhibition, hits mostly inhibitors | 360,000 compounds, 3% hits | AID 485364, 2010; also: nearly all actives have a fitted effect of over 60% in size
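TGR 20 nM + NADPH 100 uM (dispensed conc.), cpd preinc 15 min RT; start with NADPH (500 uM addition) then DTNB (15 mM addition). Kinetic TNB absorbance, 405 nm filter. Four-parameter Hill fit across titration.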
Pf growth 48h – Primary qHTS for delayed death inhibitors of the malarial parasite plastid, 48 hour incubation; P. falciparum luciferase growth in erythrocytes, 48 h; Potency, µM (highest dose often 28.7 µM), for inactives: top-dose activity change, negative = inhibition, hits mostly inhibitors; 310,000 compounds, 5.9% hits; AID 504832, 2011
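Firefly luciferase activity from engineered P. falciparum reports growth; inhibitors lower the luminescent signal. Cultures contained 2% hematocrit erythrocytes at 0.1% final parasitemia.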
Tb PYK inh – qHTS of Trypanosoma Brucei Inhibitors; TbPYK enzyme, Kinase-Glo Plus ATP luminescence, 45 min; 410,000 compounds, 0.12% hits; Potency, µM (series often up to 76.8 µM), without a hit: top-dose activity, negative = inhibition, usual class: inhibitors; pyruvate kinase (Trypanosoma brucei), Q57TT1; also: nearly all actives have a fitted effect of over 50% in size
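Screened from lowest to highest concentration, compounds were pinned into TbPYK/substrate mixtures, and ADP (130 uM final) was added. Plates sat at room temperature for 45 min prior to Kinase-Glo Plus detection by luminescence.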
HCV inhibitor – qHTS Assay for Inhibitors of Hepatitis C Virus (HCV) | Huh7.5.1 HCVcc-Cre infection, luciferase reporter, 44 h | Potency, µM (titrated, usually from 41.8 µM), inactives show at the top dose activity change, negative = inhibition, actives largely listed as inhibitors | 340,000 compounds, 3.4% hits
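Compounds are dispensed onto cells plated 4 h earlier at 1,000 per well, with HCVcc-Cre virus (about 0.5 moi) added next. Following 44 h of culture, luminescent signal is measured for 15 sec after 15 min with substrate at room temperature.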
Pf growth 96h – Primary qHTS for delayed death inhibitors of the malarial parasite plastid, 96 hour incubation. P. falciparum luciferase reporter growth, 96 h. Potency, µM (top dose mostly 28.7 µM), without a hit: top-dose activity change, negative = inhibition, hits mostly inhibitors. AID 504834, 2011. 320,000 compounds, 6.9% hits
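Infected RBCs, 2% Hct / 0.05% parasitemia final; luciferase-reporter P. falciparum; cpd 96 h, 37 C, 5% CO2; luciferase detection reagent; luminescence.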
LmPK inhibitor – qHTS Assay for Inhibitors of Leishmania Mexicana Pyruvate Kinase (LmPK) | Q27686 | Potency, µM (series often up to 57.5 µM), without a hit: top-dose activity change, negative = inhibition, actives largely listed as inhibitors | AID 1721, 2009 | purified LmPK, Kinase-Glo ATP luminescence, 1 h | 290,000 compounds, 0.37% hits
Target sequence (Q27686 whole entry, looked up): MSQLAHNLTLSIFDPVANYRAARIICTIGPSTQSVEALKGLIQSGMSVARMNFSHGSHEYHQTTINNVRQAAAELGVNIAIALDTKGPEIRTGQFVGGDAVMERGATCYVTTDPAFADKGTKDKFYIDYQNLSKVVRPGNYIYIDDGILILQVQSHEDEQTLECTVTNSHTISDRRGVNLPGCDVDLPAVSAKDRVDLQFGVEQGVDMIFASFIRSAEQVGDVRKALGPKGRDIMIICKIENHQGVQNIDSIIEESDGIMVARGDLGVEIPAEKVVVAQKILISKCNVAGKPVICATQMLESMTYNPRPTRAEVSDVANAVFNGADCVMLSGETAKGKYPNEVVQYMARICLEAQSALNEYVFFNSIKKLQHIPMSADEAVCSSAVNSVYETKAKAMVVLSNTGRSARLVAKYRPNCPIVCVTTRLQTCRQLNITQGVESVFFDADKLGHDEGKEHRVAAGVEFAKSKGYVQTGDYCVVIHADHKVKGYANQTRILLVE
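In 50 mM imidazole pH 7.2 with 7 mM MgCl2, LmPK (0.1 nM) turned over PEP (0.5 mM) and ADP (0.1 mM) for 1 h at room temperature. Luciferase read-out of ATP.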
* = called active by the depositor; ? = inconclusive; nt = no result given; & = joins results of further samples; [ ] = another dose, or the depositor's remark. Calls follow the shape of the dose curve; as a rule, active = well fitted curve in the direction sought with a large enough effect; inconclusive = small, poorly fitted or top-dose-only effect, or another doubt; inactive = no such curve, though single readings can be large; an effect the other way counts as inactive or inconclusive. % is scaled to controls: 0 for no effect and ±100 for the full control effect; potency is read from the fitted curve at half-maximal effect.

SMILES	Sm TGR block	Pf growth 48h	Tb PYK inh	HCV inhibitor	Pf growth 96h	LmPK inhibitor
Cc1ccc(-c2ccc(SCC(=O)NCC3CCCO3)nn2)cc1 (stereo not given)	6%	73%[activator]	6%	-4%	26%	0%[11.5 µM]
COc1cc(C(=O)NNC(=O)c2ccc3ccccc3n2)cc(OC)c1OC	0%	?	2%	?	-73%	nt
Cc1csc(CNc2ncnc3ccc(-c4ccc5c(ccn5C)c4)cc23)c1	-7%	3.7µM*	nt	nt	5.9µM*	nt
Cc1ccc(Cl)c(OC(=O)c2nn(C(C)C)c(=O)c3ccccc23)c1	8%	4%	1%	2%	?	1%
Cc1cccc(C)c1Nc1ncnc(N)c1[N+](=O)[O-]	-9%	3%	7%	7%	33%[activator]	1%
O=C(CNC(=O)c1ccco1)Nc1ccc(Cl)cc1	-4%	40%[activator]	-8%	18%	?	2%
O=C(Nc1cccc2ccccc12)c1cnsn1	0%	18%	-2%	9%	-1%	3%
Cc1ccc(-c2csc(NC(=O)c3ccc(F)cc3)c2C(=O)O)cc1	3%	5%	-1%	19%	3%	0%
CCOc1ccc(NC(=S)N=Nc2c(O)[nH]c3ccccc23)cc1	6%	?	2%	13µM*	1.7µM*	2%
CCOC(=O)COc1ccc(C(=O)c2ccccc2)c(O)c1	0%	1%	-22%	10%	247%[activator]	7%
Cc1ccc(/C=N/NC(=O)c2ccc(C(=O)N/N=C/c3ccc(C)s3)o2)s1	-7%	?	-1%	6%	?	1%
Cc1sc2nc(CN(C(=O)c3cccs3)C3CCCC3)[nH]c(=O)c2c1C	5%	?	2%	?	?	5%
COc1ccc(Cc2nnc(SCC(=O)Nc3ccc(N4CCOCC4)cc3)o2)cc1	2%	25%	6%	14%	-21%	1%
COc1cc(CN2CCSCC2)cc(OC)c1OC	-8%	-5%	3%	19%	nt	?
CCCSc1nc2c3c(sc2c(=O)[nH]1)CC(C)(CC)OC3 (stereo not given)	1%	1%	-1%	-23%	1%[5.75 µM]	1%
N=C1c2ccccc2CN1c1ccc(N2CCOCC2)c(S(=O)(=O)Nc2ccc(Cl)cc2)c1	5%	?	nt	nt	9.3µM*	7%
COc1ccc(N=C2SC(CC(=O)Nc3cccc(Cl)c3)C(=O)N2Cc2ccco2)cc1 (stereo not given)	-13%	?	-11%	?	?	3%
COc1cccc(N2CCN(c3ccc4nnc(CCC(=O)Nc5ccc(C)cn5)n4n3)CC2)c1	-13%	?	9%	17%	?	2%
CN(/N=C/c1cccc(Br)c1)C1=NS(=O)(=O)c2ccccc21	7%	?	-4%	?	42%[activator]	-6%
CCN(CC(=O)Nc1c(F)cccc1F)C(=O)c1ccc2c(c1)OCO2	-7%	0%	0%	0%	-26%	nt
CC(=O)Nc1ccc(NC(=O)CCC(=O)NCCO)cc1	7%	21%	-2%	10%	44%[activator]	-5%
CC(C)CC(c1nnnn1C(C)(C)C)N1CCN(C2CCCC2)CC1 (stereo not given)	-9%	0%	3%	5%	-17%	-1%
O=C1c2ccccc2C(=O)N1CC1c2ccccc2CCN1S(=O)(=O)c1cnc[nH]1 (stereo not given)	-14%	-14%	4%	-10%	?	-4%
CC(C)(C)OC(=O)NNC1CC(=O)N(c2ccccc2F)C1=O (stereo not given)	-4%	?	2%	3%	?	-1%
COc1ccc(C(=O)NC(Cc2ccccc2)c2ccc3c(c2)OCCCO3)cc1 (stereo not given)	-3%	?	33%[activator]	-3%	nt	5%
Cc1ccc(OCCNCc2ccccc2)c(C)c1	-19%	0%	2%	-18%	?	0%
CCOC(=O)C1=C(C)NC(=O)NC1c1c(OCC(=O)N2CCCCC2)ccc2ccccc12 (stereo not given)	-1%	12µM*	-4%	-7%	25%[5.75 µM]	0%
CC(C)OCCCn1c(=O)c2ccccc2n2c(CCC(=O)NC3CCN(Cc4ccccc4)CC3)nnc12	1%	?	3%	?	15µM*	-1%
Cc1ccc(NC(=O)C2CCCN2C(=O)OCc2ccccc2)c(O)c1 (stereo not given)	2%	?	-1%	-7%	5.2µM*	1%
CCC(=NC(C)c1ccccc1)c1c(O)n(C)c(=O)n(C)c1=O (stereo not given)	-3%	-11%	-4%	5.6µM*	-4%	-2%
Cn1c(SCC(=O)Nc2ccccc2-c2ccccc2)nnc1-c1ccco1	-2%[11.4 µM]	nt	-15%	-2%	?	8%
COC(=O)c1ccc(N=Nc2c(C)[nH]n(-c3ccccc3)c2=O)cc1	-18%	22%	1%	6%	-100%	4%
Cc1cc(NN)nc(NS(=O)(=O)c2ccc(Cl)cc2)n1	1%	-4%	2%	17%	?	0%
CC(=O)Oc1ccc2occ(C(=O)c3cccs3)c2c1	1%[11.4 µM]	nt	3%	0%	34%[activator]	1%
O=C(Nc1ccnn1C1CCN(Cc2cc3ccccc3[nH]2)CC1)C1CCOC1 (stereo not given)	-27%	-14%	nt	nt	5.2µM*	-5%
Cc1cc(OCCOCCNCc2ccccc2)ccc1C(C)C	3%	?	5%	-17%	7.4µM*	0%
Cc1ccnn2c(-c3ccccc3)c3c(=O)n(C)c(=O)n(C)c3c12	19%	-4%	nt	nt	nt	-8%
O=c1[nH]cccc1-c1nc2ccccc2n1Cc1ccc(Cl)cc1	1%	?	1%	9%	?	5%
CC(=O)Nc1ccc(C2NC(=S)N(c3ccccc3C(F)(F)F)C(C)=C2C(=O)N2CCOCC2)cc1 (stereo not given)	-8%	-6%	-20%	5%	4%	4%
Cc1c2c(nc3c(C(=O)NC4CC4)cnn13)CCCC2	-1%	34%[activator]	2%	?	307%[activator]	-3%
O=C(CSc1nnc(CNC(=O)c2c(F)cccc2Cl)o1)c1ccccc1	3%	-7%	-7%	-11%	9.3µM*	3%
CC(C)(CNC(=O)C1CCN(S(=O)(=O)c2cc([N+](=O)[O-])ccc2Cl)CC1)N1CCOCC1	1%	?	-4%	?	?	nt
COc1ccc(-n2c(Cc3cccn3C)nnc2SCC(=O)Nc2ccc(C)cc2)cc1	-20%	?	4%	0%&-7%	?	-3%
Cc1ccc(S(=O)(=O)N(CC2CO2)c2ccccc2[N+](=O)[O-])cc1 (stereo not given)	-15%[57.1 µM]	-12%	-8%	-2%	1%	-6%
CCc1cc(C(=O)N2CCN(S(=O)(=O)c3cc(C)ccc3C)CC2)sc1C	-13%	13µM*	-4%	?	?	nt
O=c1cc(N2CCCCC2)c(-c2ccccc2)nn1Cc1ccccc1	5%	?	-7%	-6%	nt	-4%
O=C(COC(=O)/C=C/c1cccc([N+](=O)[O-])c1)NCCCN1CCCC1=O	-3%	-3%	-2%	-18%	-6%	-5%
Cc1ccc(NS(=O)(=O)c2cc3c(cc2C)NC(=O)CO3)cc1	-13%	-9%	3%	-15%	18%	-3%
CCOC(=O)C1(Cc2ccc(OC)cc2)CCN(C(=O)c2csc(C)n2)CC1	16%	0%	-2%	21%	-8%	7%
COc1ccc(NC(=O)CSc2nc3ccccc3nc2N2CCCCC2)cc1	8%&2%	-16%	-8%&5%	-24%	?	-5%
Cn1cc(C(=O)NCCO)c(=O)c2ccccc21	-2%	8%	2%	7%	?	-1%
COc1ccc(CCNS(=O)(=O)c2ccccc2[N+](=O)[O-])cc1OC	9%	-19%	-1%	7%	-9%	-1%
CNCC(O)c1ccc(O)cc1 (stereo not given)	-19%	23%	6%	0%[8.37 µM]	-11%	4%
COC(=O)Nc1ccc(S(=O)(=O)N2CCCC(C(=O)Nc3cccc4c3OCCO4)C2)cc1 (stereo not given)	2%	?	-6%	?	nt	0%
Cc1ccc(C(=O)NCC(c2ccc(F)cc2)N2CCOCC2)cc1 (stereo not given)	9%	18%	4%	2%	-1%	3%
CCOC(=O)c1cnc2[nH]c3ccccc3n2c1=O	-6%	-25%	-14%	-3%	16%	6%
Cc1sc2nc(CSC(C)C(=O)Nc3ccccn3)[nH]c(=O)c2c1C (stereo not given)	-5%	138%[activator]	-7%	-3%	107%[activator]	nt
NC(=O)Nc1ccc(Oc2c(F)c(F)c(F)c(F)c2F)cc1	20%	0%	2%	8%	-6%	3%
O=C1CCC([N+](=O)[O-])C(c2ccc(Cl)c([N+](=O)[O-])c2)N1 (stereo not given)	-17%	14%	1%	12%	?	-4%
COC(=O)[C@]1(Cc2ccccc2)N[C@H](c2ccc(-c3cc(C(C)=O)cs3)cc2)[C@@H]2C(=O)N(C)C(=O)[C@@H]21	-16%	9.3µM*	2%	?	?	nt
COC(=O)c1cc2sc(Cl)cc2n1CC(=O)NCCC(C)C	0%	13%	-13%	-19%	nt	6%
Cc1nc2ncnn2c(N2CCN(C(=O)Cc3cccs3)CC2)c1C	-28%	?	-13%	2%	-22%	1%
